Source: PubChem
ARNT TACC3 PPI: disruptors of ARNT/TACC3 protein interaction, primary screen, biochemical, AlphaScreen, single concentration; Transforming acidic coiled-coil-containing protein 3 (Homo sapiens), Q9Y6A5; AlphaScreen His-ARNT PAS-B/GST-TACC3 binding, luminescence; TACC3 fragment carries E629A point mutation; 390,000 compounds, 0.66% hits; inhibition, % at 9.99 µM;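 active = mean inhibition of replicates at least 50% and at least half of replicates each reaching 50%; inconclusive = half or more replicates reach 50% but mean below 50%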;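 note: 0% = complete ARNT plus TACC3 wells and 100% = ARNT alone without TACC3; many hits fall short of the cut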
* hit, by the source's call; ? = inconclusive. Some of the compounds tested; count on the stated rates, not on these rows.

SMILES	ARNT TACC3 PPI
CC1CCN(C(=O)CN(c2ccc(Oc3ccccc3)cc2)S(C)(=O)=O)CC1	-6.6
CN(C)c1ncnc2c1ncn2C1OC(CO)C(O)C1O (stereo not drawn)	4.7
COc1ccc(OCC(=O)N2CCN(c3nnc(-c4ccccc4)c4ccccc34)CC2)cc1	0.9
Cc1ccc(C)c(N(CC(=O)Nc2cc(Cl)ccc2Oc2ccccc2)S(C)(=O)=O)c1	10.2
Cc1nnc(NC(=O)C2c3ccccc3Oc3ccccc32)s1	-6.1
CCc1cc2ccccc2nc1SCC(=O)Nc1cc(C)on1	-1.6
Cc1[nH]n(-c2ccc([N+](=O)[O-])cc2)c(=O)c1C=NCCN1CCN(C(=O)c2ccc(F)cc2)CC1	22.4
CCN(CC)C(=O)c1sc2nc(-c3cccs3)cc(-c3ccc(Cl)cc3)c2c1N	-26.3
O=C(CN1CCN(C(=O)c2ccco2)CC1)Nc1ccc2c(c1)OCO2	-4.3
CCC(C)NC(=O)Cn1nc([N+](=O)[O-])c(Cl)c1C (stereo not drawn)	-8.7
Cc1ccc(C)c(OCCCCCn2ccnc2)c1	1.3
Nc1nonc1C(=O)NCCNCc1cc(Br)ccc1OCc1ccc(F)cc1	1.3
NC(=O)COC(=O)c1cc(S(=O)(=O)N2CCOCC2)ccc1N1CCCCC1	-3.8
CSc1nnc2c(n1)OC(C)N(C(=O)c1ccccc1)c1ccccc1-2 (stereo not drawn)	-7.8
COc1ccc(CCNc2oc(Cc3ccccc3)nc2C#N)cc1OC	-1.1
CSc1nc2[nH]c3c(c2c2ncnn12)CCCC3	6.1
CCc1nc(NC2CCCCC2)c(C#N)c2c1COC(C)(C)C2	-1.6
COc1ccc(C(=O)N2CCCCC2)cc1S(=O)(=O)Nc1ccccc1	-1.5
N=c1c2c3c(sc2ncn1N)CCCCC3	2.4
COc1ccc(/C=N/NC(=S)NC2CCS(=O)(=O)C2)cc1OC (stereo not drawn)	-4.2
O=C(/C=C/c1ccccc1)NC(=S)NNC(=O)Cc1cccs1	-0.7
Cc1ccc(NC(=O)c2cnn(-c3ccccc3)c2NC(=O)c2ccco2)cc1	-2.1
CC(C)(C)c1nnc2sc(SCC(=O)c3cccs3)nn2c1=O	-0.9
COc1ccc2c(c1)N(C(=O)CN1C(=O)C3CCCCC3C1=O)C(C)(C)C=C2C (stereo not drawn)	2.4
Nc1nonc1-n1nnc(C(=O)N/N=C/c2ccoc2)c1CSc1ccccc1	17.2
CCOc1ccccc1C(=O)Nn1c(C2CCC2)nc2ccccc2c1=O	-24.8
Cc1occc1C(=O)NCCCCNC(=O)c1ccoc1C	4.2
O=C(NCc1ccccn1)Nc1ccc(Cl)c(Cl)c1	-0.6
Cc1cnc(C(=O)Nc2ccccc2-n2cccc2)cn1	-2.3
COCCNCC#CCOc1ccc(OC)cc1	3.1
O=C(CN1C(=O)CCC1=O)Nc1ccc(Br)cc1	-4.0
CCOc1ccccc1NS(=O)(=O)c1cccs1	-8.4
Cc1oc(-c2ccccc2F)nc1CN1CCC(C(=O)NCCC2=CCCCC2)CC1	5.6
O=C(CNS(=O)(=O)c1ccccc1)NCc1ccccn1	5.5
CCOC(=O)/C(=C\c1ccc([N+](=O)[O-])cc1)C(=O)c1cc(C(C)=O)c(Nc2ccccc2)s1	-3.4
CCCC(=O)c1cc2ccccc2oc1=O	1.3
CC(NC(=O)OCc1ccccc1)C(=O)N1CC(O)CC1C(=O)O (stereo not drawn)	?
O=C(Nc1ccc(Oc2cccc3ccccc23)cc1)c1ccco1	0.0
CC1CCc2c(sc3ncnc(SCC(=O)c4ccccc4)c23)C1 (stereo not drawn)	-5.9
CC(=O)Nc1ccc(NC(=O)c2ccccc2CC[N+](=O)[O-])cc1	1.8
O=C(Nc1ccc(Cl)cn1)c1cccnc1	1.4
CCCc1ccccc1OCCNC(C)=O	-15.0
O=C(NC(Cc1ccccc1)C(=O)Oc1ccc2c(C(F)(F)F)cc(=O)oc2c1)OCc1ccccc1 (stereo not drawn)	-51.2
Cc1c(C(=O)N2CCc3ccccc3C2)sc2nc(-c3ccccc3)cn12	3.9
O=C(Nc1ccccc1)N1CCCC(c2nc(-c3ccc(F)cc3)no2)C1 (stereo not drawn)	-2.8
COc1ccc(S(=O)(=O)N(C)c2ccc(OCC(=O)Nc3cc(C)on3)cc2)cc1	2.3
CCC(C)Sc1ccc(-c2nc3ccc(C)cn3c2NC2CCCCC2)cc1 (stereo not drawn)	-8.9
CCn1cc(S(=O)(=O)CC(=O)NC2CCCCC2)c2ccccc21	-4.8
Cc1cc(C)nc(Sc2ccc(/C=C(\C#N)C(=O)Nc3ccccc3)o2)n1	-16.8
COC(=O)c1onc(-c2ccccc2)c1C(=O)OC	-13.4
Cc1c(O)ccc(C(=O)CN2CCN(c3ccccc3F)CC2)c1O	1.3
COc1cc(C(O)P(=O)(OC2CCCCC2)c2ccc(N(C)C)cc2)cc(OC)c1OC (stereo not drawn)	4.8
CCOC(=O)CN(C(=O)CSc1nnc(CNc2ccc(F)cc2)n1C)c1ccccc1	-4.5
Cc1ccc(C)c(C(=O)C(C)OC(=O)c2cccn2C)c1 (stereo not drawn)	-4.8
CCOc1cc(N2CCOCC2)c(OCC)cc1NC(=O)CC12CC3CC(CC(C3)C1)C2	28.8
CCC(=O)c1cc2c(C)cc(=O)oc2c(C)c1O	-1.8
COc1ccc(CNC(=O)CN(C(=O)c2ccc(CN3CCOCC3)o2)C2CCCC2)cc1	4.4
COc1ccc(OC)c(S(=O)(=O)N2Cc3ccccc3CC2C(=O)Nc2nccs2)c1 (stereo not drawn)	-14.3
CCOc1ccccc1NC(=O)CC1Nc2ccccc2NC1=O (stereo not drawn)	8.6
Cc1cc(Br)ccc1OCCCCNC(C)(C)C	-0.2

Not a retest: entries from further up.
SMILES	ARNT TACC3 PPI
Cc1ccc(C)c(C(=O)C(C)OC(=O)c2cccn2C)c1 (stereo not drawn)	-4.8
CCOc1cc(N2CCOCC2)c(OCC)cc1NC(=O)CC12CC3CC(CC(C3)C1)C2	28.8
CCC(=O)c1cc2c(C)cc(=O)oc2c(C)c1O	-1.8

Continuation.
SMILES	ARNT TACC3 PPI
COc1ccccc1NC(=O)CN(Cc1ccco1)C(=O)c1cccs1	-7.0
OCCn1c(C(F)(F)F)nc2ccccc21	-2.4
Clc1ccc(-c2nnc(-c3ccco3)o2)cc1	0.9
Cc1cc(OCc2nc(-c3cccnc3)no2)c(C)cc1Br	-3.5
Cc1ccc(N=Cc2c(O)n(-c3cc(Cl)ccc3N3CCOCC3)c(=O)c3ccccc23)cc1C	-1.4
CC(C)CCn1cnc2c(cnn2-c2ccc(F)cc2)c1=O	-1.3
Cc1ccc(-c2cc(C(F)(F)F)n3ncc(C(=O)NCc4ccco4)c3n2)cc1	4.7
CCn1cc(Br)c(C(=O)Nc2sc3c(c2C(N)=O)CCCC3)n1	-1.2
CCOC(=O)c1cc(C#N)c(N2CCCC2)nc1-c1ccccc1	-66.4
CCC(=O)c1cc2c(C)cc(=O)oc2c(C)c1OC	3.5
Cc1nc2ccc(NC(=O)c3c(-c4ccccc4)noc3C)cc2s1	-6.7
CCCC(=O)C1=C(O)C(C(=O)OC)C(C)(C)CC1=NC (stereo not drawn)	7.4
Cc1ccc(-c2csc(N(Cc3ccco3)C(=O)c3cccs3)n2)cc1	-3.8
COCc1cc(=O)oc2cc(NC(=O)c3ccc(C(C)(C)C)cc3)ccc12	2.1
CCOC(=O)c1c(-c2ccc(C)cc2)csc1NC(=O)C1CC=CCC1C(=O)O (stereo not drawn)	-6.2
CCOC(=O)c1c(N=CN(C)C)c(C#N)n2c1CCC2	-1.5
O=[N+]([O-])c1cc2c(cc1/C=N/Nc1nc(Nc3ccccc3)nc(N3CCCCC3)n1)OCO2	-2.2
O=C(Nc1ccccc1)c1ccccc1CC[N+](=O)[O-]	7.1
CCC1=NN(C(=O)C(=O)NCCc2ccccc2)C(O)(C(F)(F)F)C1 (stereo not drawn)	-13.5
COc1ccccc1NC(=S)NNC(=O)c1ccc(O)cc1	-3.6
CCOC(=O)c1cc2c(=O)n3ccccc3nc2n(CC(C)C)c1=NC(=O)c1ccco1	1.1
Cc1ccc(Cn2ncn3c(cc4ccccc43)c2=O)cc1	-2.8
COc1cc(/C=N/NC(=O)c2sc(N)c(C#N)c2C)cc(Br)c1O	21.1
CCOC(=O)c1c(NC(=O)C2CCCO2)sc(C(=O)OC(C)(C)C)c1C (stereo not drawn)	0.5
O=C(Nc1ccncc1)c1cc(F)cc(F)c1	-7.7
Cc1cc(Cl)ccc1NC(=S)NCc1cccs1	-1.5
O=C(COc1ccc(Cl)cc1Cl)N1CCCCCC1	-2.0
O=C(CN1CCN(C2CCCCC2)CC1)Nc1ccccc1N1CCCCC1	18.1
N#Cc1cc(-c2ccccc2)oc1NC(=O)c1ccccc1	-1.4
CCOc1ccccc1N(CC(=O)OC)S(=O)(=O)c1ccccc1	-1.5
CCOC(CNC(=O)c1cc(C)nn1-c1ccccc1)OCC	-11.9
c1cc(-c2noc(CC3CCCCC3)n2)ccn1	-2.1
CN(C)C(=O)c1cc(Cl)ccc1Sc1cc(Cl)ccc1Cl	1.0
O=C(O)CCC(=O)c1c[nH]c2ccccc12	8.9
Cc1ccc2[nH]c3c(c2c1)CN(C)CC3	-1.7
Cc1ccc(OCCSc2cc(C)nc(N)n2)cc1	-6.8
COc1ccc2c3c(cccc13)N(C)N=C2C	18.8
O=C(NC1CCCCC1)c1cc2nc3c(c(C(F)(F)F)n2n1)CCCC3	-5.8
Cc1nc(N2CCN(Cc3nc4ccccc4[nH]3)CC2)c2oc3ccccc3c2n1	9.3
COc1ccc(N2CCN(c3ncccn3)CC2)cc1	31.3
Cc1cc(NC(=O)c2cccc(F)c2)no1	-4.9
CCOC(=O)c1ccccc1NC(=O)CN1C(=O)c2ccccc2S1(=O)=O	-13.9
Cc1c(CC(C)C)nc(N)c(C#N)c1-c1ccccc1	-8.0
O=C(/C(=C/c1ccccc1)c1ccccc1)N1CCCCC1	19.0
O=C(Cn1nnc2ccccc21)OCC(=O)c1ccc(Cl)c(Cl)c1	-4.6
O=C(CSc1nnc(-c2cccnc2)n1Cc1ccco1)NCc1ccc2c(c1)OCO2	-8.8
CC(=O)N1CCN(C(=O)Nc2cccc(C(F)(F)F)c2)CC1	-1.9
O=C(CSc1ccc(-c2ccc(F)cc2)nn1)NCc1ccco1	-8.6
COc1cnn(-c2ccccc2)c(=O)c1SCc1ccc(Cl)cc1Cl	5.1
CC1CCCCN1C(=O)Nc1cccc(Cl)c1 (stereo not drawn)	-3.5
N#CC1=C(N)Oc2n[nH]c(-c3ccncc3)c2C1c1ccsc1 (stereo not drawn)	21.0
O=C(CCn1c(=O)sc2ccccc21)NCCCn1ccnc1	-6.2
Cc1cnc(C(=O)Nc2cccc(-c3nnc4n3CCCCC4)c2)cn1	-4.4
O=C(Nc1ccccc1C(=O)N1CCCC1)C1CCN(c2ncccn2)CC1	2.9
COc1ccc(OC)c(NC(=O)c2ccccc2NS(=O)(=O)c2cccc3cccnc23)c1	7.6
CC(=O)Nc1ccc2c(c1)n(C)c(=O)n2C	-4.4
Cc1ccc(NC(=S)NCc2ccc3c(c2)OCO3)c(C)c1	5.5
O=C(CCC(NC(=O)OCc1ccccc1)C(=O)OCC(=O)N1CCCCC1)OCC(=O)N1CCCCC1 (stereo not drawn)	-0.9
O=C(Nc1cc(C(F)(F)F)ccc1N1CCOCC1)c1ccccc1F	-11.5
CCCCOC(=O)CSc1n[nH]c(=O)[nH]c1=O	-4.6
(further entries)
SMILES	ARNT TACC3 PPI
C=CCOc1ccccc1/C=N/O	4.2
O=C(Nc1cccnc1)c1ccccc1Oc1ccccc1	-3.2
Cn1nc(C(F)(F)F)c(C(=O)Nc2cccc(Cl)c2)c1Cl	4.6
N=c1sccn1CC(=O)Nc1ccccc1Cc1ccccc1	12.0
O=C(NNC1=C(C(=O)C(F)(F)F)CCC1)c1cccc(O)c1	44.0
Cc1ccnc2nc(C(=O)N3CCN(c4ccc(F)cc4)CC3)nn12	-2.7
CC(NC(=O)c1cc2ccccc2o1)C(=O)O (stereo not drawn)	-3.3
N#CC1(c2c(O)nc3n(c2=O)CCCS3)CCCCC1	-9.4
CCS(=O)(=O)N1CCN(c2ccc([N+](=O)[O-])c(NC(C)c3ccccc3)c2)CC1 (stereo not drawn)	-1.0
NC(=O)c1ccccc1NC(=O)CN1CCOCC1	-2.5
CC1CCN(S(=O)(=O)c2ccc(NC(=O)c3cccs3)cc2)CC1	5.8
Cc1nc(N2CCN(C(=O)c3ccco3)CC2)c2oc3ccccc3c2n1	7.4
CCc1ccc2[nH]c3nc(SCc4nnc(-c5ccc(C)cc5)o4)nnc3c2c1	-21.3
CC(C)Nc1nc(NC(C)C)nc(N(C)N)n1	59.2*
COc1ccc(OCC(=O)OC2CCN(C)CC2)cc1	2.5
CCN1C(=O)CC(c2ccccc2)N(C2CCCC2)c2nc(Nc3ccc(C(=O)NC4CCN(C)CC4)cc3OC)ncc21 (stereo not drawn)	6.5
CC(C)(C)c1cc(C(=S)N2CCN(CCO)CC2)cc(C(C)(C)C)c1O	11.2
Cc1ccc(NC(=O)N2CCCN(Cc3ccc(F)cc3)C2)cc1C	10.4
COCCOCCn1c(CCCO)nc2ccccc21	-2.2
CCOC(=O)C(NC(=O)C1CCCN1C(=O)OCc1ccccc1)C(=O)OCC (stereo not drawn)	7.2

By substructure: the entries above containing a nitro group on carbon
SMILES	ARNT TACC3 PPI
Cc1[nH]n(-c2ccc([N+](=O)[O-])cc2)c(=O)c1C=NCCN1CCN(C(=O)c2ccc(F)cc2)CC1	22.4
CCC(C)NC(=O)Cn1nc([N+](=O)[O-])c(Cl)c1C (stereo not drawn)	-8.7
CCOC(=O)/C(=C\c1ccc([N+](=O)[O-])cc1)C(=O)c1cc(C(C)=O)c(Nc2ccccc2)s1	-3.4
CC(=O)Nc1ccc(NC(=O)c2ccccc2CC[N+](=O)[O-])cc1	1.8
O=[N+]([O-])c1cc2c(cc1/C=N/Nc1nc(Nc3ccccc3)nc(N3CCCCC3)n1)OCO2	-2.2
O=C(Nc1ccccc1)c1ccccc1CC[N+](=O)[O-]	7.1
CCS(=O)(=O)N1CCN(c2ccc([N+](=O)[O-])c(NC(C)c3ccccc3)c2)CC1 (stereo not drawn)	-1.0
